Screening data: PubChem, National Center for Advancing Translational Sciences (NCATS)
BAZ2B inh = qHTS Assay for Inhibitors of BAZ2B; AlphaScreen BAZ2B-H3K14Ac peptide displacement; Potency, µM (highest dose often 114 µM), for the others: top-dose activity change, negative = inhibition, most hits filed as inhibitors; 4.4% of 360,000 active; also: % is scaled to controls: 0 for no effect and ±100 for the full control effect; nearly all actives have a fitted effect of over 60% in size
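BAZ2B 50 nM plus b-H3(5-23)K14Ac 50 nM, PBS pH 7.4/0.01% Tween-20, 30 min RT; compound added (max 110 uM), 30 min RT; streptavidin donor/Ni-chelate acceptor beads 10 ug/mL final, 20 min dark; AlphaScreen read.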
JMJD2A Tudor = qHTS Assay for Inhibitors of JMJD2A-Tudor Domain. AlphaScreen JMJD2A-Tudor / H3K4me3 peptide binding. Lysine-specific demethylase 4A (Homo sapiens), O75164. 4.4% of 390,000 active. Potency, µM (highest dose often 114 µM), for the others: at the top dose activity change, negative = inhibition, hits mostly inhibitors; also: % is scaled to controls: 0 for no effect and ±100 for the full control effect; nearly all actives have a fitted effect of over 50% in size
Pol iota inh = qHTS for Inhibitors of Polymerase Iota; Potency, µM (top dose mostly 115 µM), inactives show top-dose activity, negative = inhibition, actives largely listed as inhibitors; 1% of 390,000 active; DNA polymerase iota (Homo sapiens), Q9UNA4; AID 588590, 2011; Pol iota fluorescent replication assay, 10 min
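Fluorescent replication assay read twice, at 0 min and 10 min after adding 50 nM (final) substrate. Enzyme (10 nM) and compounds were first incubated 15 min at room temperature; enzyme-free buffer wells were negative controls.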
G9a inh = qHTS Assay for Inhibitors of Histone Lysine Methyltransferase G9a; Histone-lysine N-methyltransferase EHMT2 (Homo sapiens), Q96KQ7; G9a H3K9 monomethylation, AlphaScreen, 2 h; Potency, µM (doses to about 102 µM), for the others: at the highest dose activity, negative = inhibition, actives largely listed as inhibitors; 8.8% of 350,000 active; also: % is scaled to controls: 0 for no effect and ±100 for the full control effect; nearly all actives have a fitted effect of over 75% in size
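Compounds were preincubated with 20 nM G9a for 15 min, after which biotinylated H3K9 peptide (500 nM) and SAM (20 uM) started a 2 h room-temperature reaction. Monomethylated product was quantified by antibody-based AlphaScreen chemiluminescence.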
Pin1 inh = qHTS Assay to Find Inhibitors of Pin1. Pin1 FP peptide displacement, HiFluor488, 10 min. Potency, µM (series often up to 115 µM), without a hit: top-dose activity, negative = inhibition, hits mostly inhibitors. 0.009% of 390,000 active. AID 504891, 2011; active = well fitted inhibition curve with a large enough effect in the polarisation, with a control signal flat, not every such curve was filed as active; inconclusive = small, poorly fitted or top-dose-only effect, or effect the other way, or a change in a side signal; inactive = no such curve, though single readings can be large or run the other way; the % refers to the polarisation; also: % is scaled to controls: 0 for no effect and ±100 for the full control effect
GLS inh = qHTS for Inhibitors of Glutaminase (GLS); Potency, µM (top dose mostly 45.5 µM), inactives show at the top dose activity change, negative = inhibition, usual class: inhibitors; GLS enzymatic activity, qHTS titration; 0.21% of 410,000 active; Glutaminase kidney isoform, mitochondrial (Homo sapiens), O94925; also: % is scaled to controls: 0 for no effect and ±100 for the full control effect
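hKGA; 45 mM KH2PO4 pH 8.2 + 0.02% Tween-20; cpd via pin tool; 1 mM Gln soln; GluOx/HRP/Amplex Red; RT 30 min; fluor. t0 & final.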
BLM inh = qHTS Assay for Inhibitors of Bloom's syndrome helicase (BLM); RecQ-like DNA helicase BLM (Homo sapiens), P54132; recombinant BLM DNA unwinding, fluorescence dequenching; AID 2528, 2010; 0.2% of 350,000 active; Potency, µM (titrated, usually from 56.1 µM), inactives show at the highest dose activity change, negative = inhibition, usual class: inhibitors;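 also: plate controls were vehicle for no effect and no enzyme for full effect; nearly all actives have a fitted effect of over 35% in size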
Target sequence (P54132 whole entry, looked up): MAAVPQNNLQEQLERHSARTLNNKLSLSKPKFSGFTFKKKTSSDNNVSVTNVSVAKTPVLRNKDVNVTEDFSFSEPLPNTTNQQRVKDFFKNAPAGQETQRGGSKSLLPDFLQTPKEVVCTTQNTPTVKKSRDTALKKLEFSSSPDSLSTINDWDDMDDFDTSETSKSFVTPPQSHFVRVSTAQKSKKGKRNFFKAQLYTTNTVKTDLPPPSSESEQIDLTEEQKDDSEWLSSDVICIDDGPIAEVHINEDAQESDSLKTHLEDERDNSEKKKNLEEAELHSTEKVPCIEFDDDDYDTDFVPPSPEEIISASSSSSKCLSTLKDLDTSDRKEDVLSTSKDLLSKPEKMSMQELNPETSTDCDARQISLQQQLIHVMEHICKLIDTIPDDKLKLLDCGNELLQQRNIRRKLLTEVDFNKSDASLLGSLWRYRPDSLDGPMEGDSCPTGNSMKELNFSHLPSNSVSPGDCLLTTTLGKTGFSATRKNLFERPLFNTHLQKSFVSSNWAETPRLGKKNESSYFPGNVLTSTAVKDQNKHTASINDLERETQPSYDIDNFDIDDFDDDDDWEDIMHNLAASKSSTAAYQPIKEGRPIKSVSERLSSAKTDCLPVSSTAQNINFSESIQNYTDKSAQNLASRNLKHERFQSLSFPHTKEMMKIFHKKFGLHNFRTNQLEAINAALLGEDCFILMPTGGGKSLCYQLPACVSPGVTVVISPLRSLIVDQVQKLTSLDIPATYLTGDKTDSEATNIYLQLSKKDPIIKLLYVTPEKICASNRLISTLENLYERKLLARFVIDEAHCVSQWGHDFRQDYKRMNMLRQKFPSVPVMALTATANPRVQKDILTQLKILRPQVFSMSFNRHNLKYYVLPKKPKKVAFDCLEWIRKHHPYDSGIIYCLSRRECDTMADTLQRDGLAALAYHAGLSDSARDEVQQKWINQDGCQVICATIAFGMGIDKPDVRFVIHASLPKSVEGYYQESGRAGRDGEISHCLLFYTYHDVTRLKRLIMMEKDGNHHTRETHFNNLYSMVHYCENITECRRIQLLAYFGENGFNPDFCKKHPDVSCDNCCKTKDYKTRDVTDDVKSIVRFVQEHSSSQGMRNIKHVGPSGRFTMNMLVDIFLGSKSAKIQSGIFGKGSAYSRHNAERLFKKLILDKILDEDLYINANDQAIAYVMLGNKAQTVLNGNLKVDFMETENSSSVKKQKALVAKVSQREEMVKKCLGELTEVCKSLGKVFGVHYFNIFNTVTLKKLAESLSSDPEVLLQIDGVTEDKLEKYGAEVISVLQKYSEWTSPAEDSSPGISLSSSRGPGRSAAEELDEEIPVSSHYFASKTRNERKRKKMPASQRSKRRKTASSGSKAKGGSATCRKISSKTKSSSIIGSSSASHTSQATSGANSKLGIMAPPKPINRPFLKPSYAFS
HP1b chromo inh = HTS for Inhibitors of HP1-beta Chromodomain Interactions with Methylated Histone Tails. Chromobox protein homolog 1 (Homo sapiens), P83916. AlphaScreen HP1-beta / biotin-H3K9me3 peptide binding. Potency, µM (highest dose often 114 µM), for inactives: at the highest dose activity change, negative = inhibition, usual class: inhibitors. 0.56% of 390,000 active. AID 540317, 2011; also: nearly all actives have a fitted effect of over 70% in size; inactives centre near 23
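Compound inhibition of the preformed complex between 50 nM HP1-beta and 50 nM biotinylated H3K9me3 peptide was read by AlphaScreen. Buffer was PBS pH 7.4 with 0.01% Tween-20. Incubations ran 30 min at room temperature, with 10 ug/mL donor/acceptor beads.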
PGK inhibitor = qHTS Assay to Find Inhibitors of Phosphoglycerate Kinase; Phosphoglycerate kinase, glycosomal (Trypanosoma brucei brucei), P07378; PGK/GAPDH coupled, Kinase-Glo luminescence, 60 min; Potency, µM (top dose mostly 57.5 µM), for inactives: top-dose activity change, negative = inhibition, most hits filed as inhibitors; 0.043% of 380,000 active; also: % is scaled to controls: 0 for no effect and ±100 for the full control effect; nearly all actives have a fitted effect of over 60% in size
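Recombinant glycosomal PGK reaction used 1,3-bisphosphoglycerate generated in-well by GAPDH (100nM final) in 100mM TEA pH 7.6, 5mM MgCl2, 0.01% Tween-20. After 60 minutes at room temperature, ATP was read by Kinase-Glo Plus luminescence end-point.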
* marks the source's active call; other numbers are inactive results; i = inactive; ? = inconclusive; . = not tested or not shown; & = joins results of further samples; [ ] = remark or other dose. Unless noted, calls follow the shape of the dose curve; as a rule, active = well fitted curve in the direction sought with a large enough effect; inconclusive = small, poorly fitted or top-dose-only effect, or another doubt; inactive = no such curve, though single readings can be large; an effect the other way counts as inactive or inconclusive. Potency is read from the fitted curve at half-maximal effect. A portion of the library; count on the stated rates, not on these rows.

BAZ2B inh | JMJD2A Tudor | canonical_smiles | Pol iota inh | G9a inh | Pin1 inh | GLS inh | BLM inh | HP1b chromo inh | PGK inhibitor
13% | -36% | COc1ccc(C2C(C(=O)N3CCCC3)c3cc(OC)c(OC)cc3C(=O)N2C)cc1OC (centres undefined) | 6% | -1%[59 µM] | 6% | 1% | 2% | 64%[activator] | -7%
3% | -26% | COc1cccc(C(=O)NC(=S)Nc2ccc3oc(=O)ccc3c2)c1 | 6% | 40µM* | 8% | -6% | -7% | 17% | -4%
1% | -13% | O=C(c1ccc(Cl)c(S(=O)(=O)N2CCOCC2)c1)N1CCCC1 | 40%[activator] | 5% | -12% | 3% | -6% | 12% | -10%
-3% | -9% | O=NN1CCN(c2ccncc2S(=O)(=O)N2CCCCC2)CC1 | 105%[activator] | -5% | -6% | 2% | -10% | ? | -2%
1% | -10% | Cc1ccc(CSCC(=O)N(C)CC(=O)Nc2ccc(C)cc2)cc1 | 42%[activator] | 0% | 3% | -4% | . | 14% | -10%
45µM* | ? | O=C(/C=C/c1ccco1)Oc1cccc2cccnc12 | ? | . | 2% | 24% | -1% | 7% | 2%
-4% | 1%[57.1 µM] | Cc1cccc(-n2cnc(C(=O)N3CCN(C)CC3)c2)n1 | 131%[activator] | -24% | -7% | -1% | -4% | 11% | i
6% | -7% | O=C(NCc1ccc2c(c1)OCO2)c1cc(-c2ccccc2)on1 | 0% | -1%[12.7 µM] | 4% | 14% | -2% | 14% | -9%[11.5 µM]
-28% | -32% | COC(=O)c1ccc(-n2nnnc2SCc2nn[nH]n2)cc1 | 2% | 0%[12.7 µM] | -9% | 11% | 2% | 48%[activator] | 7%
? | -19% | CCC(C(=O)NC(C)(C)C)N(C(=O)Cn1nnc(-c2cccs2)n1)c1cnc2ccccc2c1 (centres undefined) | 4% | -14%[59 µM] | -3% | -1% | -6% | 25% | 7%
-6% | -17% | Cc1ccc(S(=O)(=O)N/N=C/c2cccc3c2OCCO3)cc1 | 12% | 10µM* | 3% | 17% | 1% | 13% | -4%
. | 5% | Cc1cccc(C)c1NC(=O)CSc1nnc([C@@H]2CCCN2C(=O)OC(C)(C)C)o1 | 12% | -1%[59 µM] | 0% | -12% | -2% | 35% | i
9% | -21% | Cc1ccc(C(=O)N2CCN(Cc3ccccc3)CC2)cc1S(=O)(=O)N1CCOCC1 | 12% | -13% | 1% | 0% | . | 7% | 7%
. | -17%[11.4 µM] | Cc1nn(-c2ccc(Cl)cc2)c(Cl)c1/C=N/NC(=O)c1ccc(NS(=O)(=O)c2cccs2)cc1 | -4% | . | 30% | 46%[activator] | . | -23% | -9%
4% | -5% | COc1ccc(-c2cc3nc4n(c(=O)c3s2)CCC4)cc1 | -5%[58.9 µM] | -13%[59 µM] | -1% | -4% | -1% | 33%[activator] | -7%
? | -3% | CC(C)c1ccc(Nc2c(-c3ccsc3)nc3ccc(Cl)cn23)cc1 | 7% | -34%[59 µM] | 0% | -15% | 2% | 28% | 6%
. | 4µM* | Oc1ccc(/C=N/n2cc(-c3ccccc3)[nH]c2=S)cc1 | -17% | 2.5µM* | -2% | 5% | -4% | -14% | -1%
5% | -14% | CC(CS(=O)(=O)c1cccc2cccnc12)N1CCCCC1 (centres undefined) | 16% | 25µM* | ? | 9% | -2% | 42%[activator] | -10%
1% | 12% | CCOC(=O)/C(Sc1nc(-c2ccccc2)cc(-c2ccccc2)c1C#N)=C(\C)O | 25% | -17% | ? | -6% | -11% | 10% | -4%
7% | -15% | CCc1ccc(C(=O)NNC(=O)CN2C(=O)NC(CC)(c3ccccc3)C2=O)cc1 (centres undefined) | 8% | 15% | -3% | -6% | . | 19% | i
3% | -14% | CCOc1ccccc1NS(=O)(=O)c1cnc(N)nc1 | 4% | 10%[59 µM] | -1% | 6% | 1% | 23%[57 µM] | 10%
0%&4% | 5%&-1% | CCOC(=O)C(CC)n1nc(C)n2c(cc3occc32)c1=O (centres undefined) | 3%&42% | 10%&16%[59 µM] | 0%&3% | -1%&-20% | 0%&-1% | 32%&21% | -7%
-4% | -5% | COc1ccc(NS(=O)(=O)c2cccc(C(=O)NNC(=O)c3ccc(NC(C)=O)cc3)c2)cc1 | 13% | -13% | -9% | 14% | . | 18% | i
-21% | -12% | CCn1c(NCc2ccco2)nc2ccccc21 | 169%[activator] | 4%[59 µM] | -5% | -13% | 0% | 17% | -9%
-6% | ? | Cc1ccc(-c2cc(C(=O)N3CCOCC3)c3ccccc3n2)cc1 | 8% | 6%[59 µM] | 2% | -1% | -6% | -3% | -2%
1% | -1% | CC(C)=CC(=O)OCC(=O)NC(=O)NC(C)(C)C | 16% | 9%[12.7 µM] | 0% | 0% | -2% | 32% | 5%
-4% | -9% | CCOc1ccc(NS(=O)(=O)c2ccc(-c3ccc(=O)[nH]n3)o2)cc1 | -3% | 7% | 0% | 5% | -1% | 19% | 3%
? | -32% | O=C1OC(c2cccc([N+](=O)[O-])c2)C2(CCCC2)C(=O)C12CCCCC2 (centres undefined) | -18% | -46% | -1% | 2% | -4% | -17% | -6%
-6% | -20% | Cc1ccc(NC(=O)Cn2nc(-c3ccncc3)ccc2=O)cc1Cl | -16% | 9%[59 µM] | 0% | 0% | 2% | 11%[57 µM] | i
-10% | -25% | COc1cc(C(=O)N2CCC(c3nc4ccccc4o3)CC2)cc(OC)c1OC | 32%[activator] | 1%[59 µM] | 0% | 1% | -2% | 46%[activator] | 8%

At a glance, part of the list above:
BAZ2B inh | JMJD2A Tudor | canonical_smiles | Pol iota inh | G9a inh | Pin1 inh | GLS inh | BLM inh | HP1b chromo inh | PGK inhibitor
-4% | -5% | COc1ccc(NS(=O)(=O)c2cccc(C(=O)NNC(=O)c3ccc(NC(C)=O)cc3)c2)cc1 | 13% | -13% | -9% | 14% | . | 18% | i
-21% | -12% | CCn1c(NCc2ccco2)nc2ccccc21 | 169%[activator] | 4%[59 µM] | -5% | -13% | 0% | 17% | -9%
-6% | ? | Cc1ccc(-c2cc(C(=O)N3CCOCC3)c3ccccc3n2)cc1 | 8% | 6%[59 µM] | 2% | -1% | -6% | -3% | -2%
1% | -1% | CC(C)=CC(=O)OCC(=O)NC(=O)NC(C)(C)C | 16% | 9%[12.7 µM] | 0% | 0% | -2% | 32% | 5%
-4% | -9% | CCOc1ccc(NS(=O)(=O)c2ccc(-c3ccc(=O)[nH]n3)o2)cc1 | -3% | 7% | 0% | 5% | -1% | 19% | 3%
? | -32% | O=C1OC(c2cccc([N+](=O)[O-])c2)C2(CCCC2)C(=O)C12CCCCC2 (centres undefined) | -18% | -46% | -1% | 2% | -4% | -17% | -6%
-6% | -20% | Cc1ccc(NC(=O)Cn2nc(-c3ccncc3)ccc2=O)cc1Cl | -16% | 9%[59 µM] | 0% | 0% | 2% | 11%[57 µM] | i
-10% | -25% | COc1cc(C(=O)N2CCC(c3nc4ccccc4o3)CC2)cc(OC)c1OC | 32%[activator] | 1%[59 µM] | 0% | 1% | -2% | 46%[activator] | 8%

(cont.)
BAZ2B inh | JMJD2A Tudor | canonical_smiles | Pol iota inh | G9a inh | Pin1 inh | GLS inh | BLM inh | HP1b chromo inh | PGK inhibitor
-2% | 0% | CCC1CN(C(=O)Nc2cccc3c2CCCC3)c2ccccc2O1 (centres undefined) | 10% | 2%[59 µM] | 1% | 9% | -3% | 47%[activator] | i
-3% | -6% | CC(C)(C)C(=O)Nc1cccc(S(=O)(=O)NC2=NCCC2)c1 | 19% | -8% | 5% | 3% | . | 40%[activator] | 5%
8% | 2% | CCOc1cc(C(=O)Nc2cc(F)ccc2C)ccc1OCC(=O)N1CCOCC1 | -8% | 16%[2.33 µM] | 1% | 0% | . | 51%[activator] | i
1% | -18% | CCCC(=O)Nc1ccc(-c2csc(NNC(C)=O)n2)cc1 | ? | 35µM* | 5% | 32%[activator] | 2% | 38% | 1%
-3% | ? | CC(C)C(C(=O)Nc1ccc2c(c1)OCCO2)N1C(=O)c2ccccc2C1=O (centres undefined) | -14% | 20%[59 µM] | -6% | -5% | -2% | 43%[activator] | 1%
2% | 6% | CCCSc1nc(N2CCOCC2)c2c(c1C#N)CC(C)(C)SC2 | -4% | 11%[12.7 µM] | -5% | -1% | -9% | 23% | i
-23% | ? | Cc1[nH]c2ccccc2c1SCCNC(=O)c1ccccc1F | -19% | -8%[59 µM] | -79% | -2% | -5% | -4% | i
. | -16% | CCOC(=O)C1=CN(Cc2ccccc2)CCC1=O | -13% | . | -9% | 0% | . | 42%[activator] | -5%
-33% | -30% | COc1ccc(OCc2nnc(SCC(=O)N3CCCc4ccccc43)n2-c2ccc(C)cc2)cc1 | -3% | ? | 6% | -2% | -11% | 6% | -3%
3% | -16% | CC(c1ccccc1)N1C(=O)CC(Sc2ncccc2C(=O)O)C1=O (centres undefined) | -12% | 22µM* | -1% | 5% | 1% | 32% | -10%
0% | 8% | O=C(CSCc1ccccc1)Nc1ccc(Cl)cn1 | 12% | 7% | -7% | 1% | -5% | 37% | -5%
? | ? | N#CC1=C(N)NC(SCC(=O)Nc2ccc(Br)cc2)=C(C#N)C12CCCCC2 | ? | 71µM* | 19% | -4% | -13% | -1% | -4%
. | -9% | O=C(C1CCCN(S(=O)(=O)c2ccc(F)cc2)C1)N(Cc1cccs1)C1CC1 (centres undefined) | -9% | -1%[59 µM] | 0% | -14% | -5% | 37% | 1%
-3% | -11% | COc1ccc(/C(N)=N/OC(=O)c2ccc(OC)c([N+](=O)[O-])c2)cc1OC | 89%[activator] | -1% | -1% | 0% | -1% | 0% | -10%
3% | -7% | COc1ccc(C2=NN(C(C)=O)C(c3ccccc3)C2)cc1 (centres undefined) | 105%[activator] | 34% | 5% | 3% | -2% | 19% | 7%
